# KOR beta-arrestin-1: kappa opioid receptor blockers – cell-based, luminescence, uHTS (AID 1778) | inhibition, % at 10 µM; hits with a dose series show IC50 in µM | KOR beta-arrestin recruitment, luminescence, antagonist mode; higher % means a stronger effect | 0.091% of 290,000 active; further: strong numbers were not always called active
# HEK293 NOD2/NF-kB: inhibition of NOD2-driven NF-kB reporter – cell-based, luminescence, uHTS, HEK293 (AID 1566) | HEK293 NOD2/NF-kB luciferase reporter, luminescence; higher % means a stronger effect | one-dose inhibition, % at 4 µM; EC50 in µM for titrated hits | 0.63% of 290,000 active; further: many of its hits are not listed in these tables
# NOD1 NF-kB reporter: inhibition of NOD1-driven NF-kB reporter – cell-based, luminescence, uHTS, primary screen (AID 1578); inhibition, % at 4 µM, or EC50 in µM where a hit was titrated; 1% of 290,000 active; NOD1-driven NF-kB luciferase reporter cells, luminescence; higher % means a stronger effect; in the data active means inhibition mostly above about 36%, no sharp cut-off; inactive means mostly below about 34%;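 further: HEK-293T reporter cells stimulated with the NOD1 agonist gamma-tri-DAP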
# TNAP activation fold: stimulation of alkaline phosphatase TNAP activity – biochemical, luminescent, no phosphate acceptor, uHTS, primary screen (AID 1001); 0.03% of 200,000 active; purified TNAP, luminescent activation assay, no phosphate acceptor; higher activation fold means a stronger effect; one-dose activation fold at 20 µM; EC50 in µM for titrated hits; in the data active means activation fold from about 3, or a potency from the dose series; inactive means the rest, 99 in 100 with activation fold below about 1.6; further: many of its hits are not listed in these tables
# NTR1 ag: agonists of NTR1, primary screen, imaging, U2OS cells, beta-arrestin-GFP, high content (AID 493036). P30989. NTR1-U2OS beta-arrestin-GFP spot imaging, agonist mode. activation, % at 20 µM. 0.17% of 330,000 active;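 active means activation at or above 40% of the spot to cytoplasm intensity ratio, with at least 20 cells analyzed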;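 further: 0% = DMSO without peptide and 100% = 100 nM NTR1 peptide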
# Target sequence (P30989 whole entry, looked up): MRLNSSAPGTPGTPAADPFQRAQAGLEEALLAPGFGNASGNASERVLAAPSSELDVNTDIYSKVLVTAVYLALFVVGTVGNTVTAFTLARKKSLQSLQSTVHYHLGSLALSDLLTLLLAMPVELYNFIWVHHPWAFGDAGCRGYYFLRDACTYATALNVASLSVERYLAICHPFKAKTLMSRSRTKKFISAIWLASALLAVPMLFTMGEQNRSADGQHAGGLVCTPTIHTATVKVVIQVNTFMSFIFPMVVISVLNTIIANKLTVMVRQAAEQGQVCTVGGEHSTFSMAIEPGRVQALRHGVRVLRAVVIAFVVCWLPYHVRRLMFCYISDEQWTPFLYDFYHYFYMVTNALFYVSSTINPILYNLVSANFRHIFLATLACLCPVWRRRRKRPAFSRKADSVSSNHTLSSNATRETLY
# Yfh1-depleted yeast: enhancers of respiration in Yfh1-depleted yeast, dose response, Friedreich's ataxia, plus single-dose screen (AID 1465). S. cerevisiae Yfh1-off respiration, WST-1 reduction, 72 h; higher fold induction means a stronger effect. fold induction at 50 µM, or EC50 in µM where a hit was titrated. 0.074% of 220,000 active;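 active means fold induction of absorbance versus untreated yeast above a set limit, then at least 30% activation at any dose in follow-up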;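 further: activators that raise dye reduction in frataxin-depleted yeast; strong numbers were not always called active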
# ER stress rescue: rescue of cells from ER stress-induced death, primary screen, 384-well, CSM14.1, thapsigargin, ATP luminescence (AID 1222); 190,000 tested, under 10 active; CSM14.1 thapsigargin-induced death rescue, ATP luminescence; higher % means a stronger effect; cellular ATP content (survival), % at 20 µM, or EC50 in µM where a hit was titrated;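 active means EC50 below 50 µM in the dose-response confirmation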;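 further: death triggered by thapsigargin at about 15 µM added after 2 h compound pretreatment; cell ATP read after overnight thapsigargin exposure of roughly 18 to 22 hours; normalized against plate controls of thapsigargin alone and 5% DMSO vehicle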
# GPR55 beta-arrestin: GPR55 agonists via beta-arrestin recruitment, primary screen, imaging, U2OS cells, beta-arrestin-GFP redistribution (AID 1961). activation, % at 10 µM; hits with a dose series show EC50 in µM. U2OS GPR55 beta-arrestin-GFP redistribution imaging; higher % means a stronger effect. 0.048% of 290,000 active;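 active means activation above 40% with more than 50 cells counted in the well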;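 further: U2OS osteosarcoma cells stably expressing GPR55 and beta-arrestin-GFP; plate controls were DMSO negative control for no effect and LPI positive control for full effect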
# KOR beta-arrestin-2: KOR agonists, beta-arrestin recruitment, primary screen, cell-based, luminescence, uHTS (AID 1777); KOR beta-arrestin recruitment, luminescence; higher % means a stronger effect; activation, % at 10 µM, or EC50 in µM where a hit was titrated; 0.02% of 280,000 active; in the data active means activation above about 50%, passing the limit was not always enough; further: a part of the inactive calls stands beside numbers as strong as those of hits
# NTR1 ag cell count 20 µM: second read-out of NTR1 ag, no call of its own (marks repeat the call); cell count; measured here: cell count, cytotoxicity flag
# Numbers without * were called inactive; i = inactive; . = not tested or not shown; [ ] = another dose, or the depositor's remark. Unless noted, no stated cut-off is given here; in the data, active means inhibition above about 50%; inactive means the rest. An excerpt, so the mix of outcomes need not match the whole.
# Below each SMILES: NTR1 ag cell count 20 µM | ER stress rescue | NTR1 ag | Yfh1-depleted yeast | NOD1 NF-kB reporter | KOR beta-arrestin-2 | GPR55 beta-arrestin | KOR beta-arrestin-1 | TNAP activation fold | HEK293 NOD2/NF-kB
CC(=O)c1ccc(NC(=O)C2CCN(S(=O)(=O)c3cccc4cccnc34)CC2)cc1
  51 | . | 2.7 | i | -2% | -0.6% | -0.1% | -3% | 1.1 | 3%
C#CC[N+](C)(C)CCCCCCCC
  76 | -0.5% | 2.2 | i | -25% | -2.9% | 0.6% | -34% | 1.1 | -14%
COc1cc(Cl)cc(C(c2c(C(=O)O)[nH]c3ccccc23)c2c(C(=O)O)[nH]c3ccccc23)c1O
  . | . | . | . | -18% | 5.3% | 0.8% | -68%[20 µM] | . | 8%
Cc1ccc(C)c(C(=O)C(C)OC(=O)c2cccn2C)c1 (stereo not drawn)
  53 | -0.6% | 0.2 | i | 9% | 6.0% | 0.1% | 5% | 1.1 | 12%
Cc1cccc(C)c1NC(=O)NC1(C(=O)NCC2CCCO2)CCCCC1 (stereo not drawn)
  45 | . | 1.9 | . | -13% | 0.7% | 0.3% | -19% | . | -6%
N=c1c2c(n(Cc3cccc(Cl)c3)c3c1CCC3)CCCC2
  53 | -1.1% | 1.2 | i | 16% | -5.6% | -0.5% | 4% | 1.1 | 21%
Cc1ccc(/C=N/NC(=O)c2cccs2)o1
  49 | 3.7% | -2.0 | i | -9% | 6.4% | -0.3% | 1% | 1.1 | -28%
O=C(Nc1nc(-c2ccccc2)cs1)c1cccc([N+](=O)[O-])c1C(=O)O
  97 | 2.4% | -1.2 | i | -10% | -1.5% | -0.2% | 17% | 1.1 | -1%
CCC(=O)c1cc2c(C)cc(=O)oc2c(C)c1O
  53 | 2.2% | 2.0 | i | 19% | -1.1% | -0.1% | 2% | 1.2 | 24%
O=c1[nH]c(CN2CCN(Cc3ccccc3)CC2)nc2scc(-c3ccccc3)c12
  50 | . | 7.4 | i | -6% | -3.2% | -0.1% | 4% | . | -3%
Cc1ccc(C(=O)N2C(=O)c3cccc(N)c3C2=O)o1
  45 | . | 0.6 | i | -6% | -0.2% | 0.2% | -11% | . | 19%
CCOC(=O)CN(C(=O)CSc1nnc(CNc2ccc(F)cc2)n1C)c1ccccc1
  62 | 0.5% | 0.4 | i | 16% | 0.0% | 0.0% | 7% | 1 | 21%
O=C1OC(N2CCN(C/C=C/c3ccccc3)CC2)c2ccccc21 (stereo not drawn)
  65 | -1.5% | 1.2 | . | 3% | -3.3% | -0.1% | -13% | 1 | 8%
Cc1ccc(C)c(NC(=O)CSc2nnc(Cc3cccn3C)n2-c2ccc(F)cc2)c1
  43 | . | 5.5 | i | 45% | -3.7% | -0.1% | 2% | 1 | -9%
CON/C=C(\C=Nc1ccc(Cl)cc1)c1ncc(C(F)(F)F)cc1Cl
  66 | 0.6% | 0.1 | i | 0% | -4.8% | 0.4% | 25% | 1 | 1%
O=C(COC(=O)CNS(=O)(=O)c1ccc(Br)cc1Cl)NCCc1ccccc1
  63 | . | 1.5 | . | -11% | -2.8% | -0.1% | -6% | . | -12%
Cc1ccc(N=Nc2c(N)nn3c(C)cc(C)nc23)cc1
  52 | -0.3% | 9.0 | i | -36% | -4.0% | 0.0% | 9% | 1.1 | -9%
COC(=O)c1onc(-c2ccccc2)c1C(=O)OC
  25 | -0.9% | -1.3 | i | 4% | -3.6% | -0.4% | 5% | 1.1 | -9%
Cc1cc(C)nc(Sc2ccc(/C=C(\C#N)C(=O)Nc3ccccc3)o2)n1
  48 | 10% | 0.8 | i | 40% | -0.7% | -0.1% | -6% | 1 | 2%
Cc1c(O)ccc(C(=O)CN2CCN(c3ccccc3F)CC2)c1O
  62 | . | 5.1 | . | -18% | -2.3% | 1.3% | -43% | . | 3%
Cc1ccc2c(c1)N(CC(=O)NCCc1ccc(Cl)cc1)C(=O)c1cccnc1O2
  46 | . | 2.1 | . | -2% | -7.0% | 0.5% | 9%[20 µM] | . | 17%
COc1ccccc1N1CCN(C(c2cccs2)C(C)NS(=O)(=O)c2ccccc2)CC1 (stereo not drawn)
  86 | . | 1.0 | i | 7% | -2.6% | -0.2% | 42% | 1.1 | 18%
CN(C)/C=C/C(=O)c1cccc([N+](=O)[O-])c1
  27 | -1.4% | 0.9 | i | 5% | -3.5% | 0.5% | 6% | 1 | 8%
OC(COc1ccc2c(c1)OCO2)CN1CCN(c2ccc(F)cc2)CC1 (stereo not drawn)
  94 | -2.4% | -1.2 | i | -36% | -1.7% | -0.1% | -24% | 1 | -8%
Cc1sc(NC(=O)c2cc(-c3ccccc3)nc3ccccc23)c(C(N)=O)c1C
  66 | -0.3% | 15 | i | 1% | -5.6% | -0.3% | 28% | 1.1 | 14%
CN(CC(=O)N1CCCC1)S(=O)(=O)c1ccc2ccccc2c1
  39 | 0.5% | -0.3 | i | -29% | . | -0.1% | -24%[20 µM] | 1.1 | 7%
CN(C)c1ccc(NC(=O)CSc2nc3c(c(=O)[nH]2)CCCC3)cc1
  55 | . | 0.7 | i | -38% | -1.5% | -0.1% | 39% | 1.1 | 17%
CCOCCn1c(CN(Cc2ccccc2)Cc2ccccc2)nc2c1c(=O)n(C)c(=O)n2C
  91 | 8.4% | 4.7 | i | -2% | 7.6% | -0.1% | -37% | 1.1 | 6%
Cc1ccc(NC(=O)C(Cc2ccccc2)N2C(=O)C3C4CCC(C4)C3C2=O)cc1Cl (stereo not drawn)
  90 | -1.1% | 2.0 | i | 11% | 5.8% | -0.1% | -56% | 1.2 | -10%
COc1ccnc2c1c(=O)n(Cc1ccc(Cl)cc1)c(=O)n2C
  65 | . | 2.0 | . | 18% | 0.9% | -0.1% | -34% | . | 13%
O=C(c1nc2ncccn2n1)N1CCc2ccccc2C1
  42 | 8.6% | -1.6 | i | -7% | 2.3% | -0.2% | -3% | 1.1 | 15%
COc1ccc(S(=O)(=O)N(C)c2ccc(OCC(=O)Nc3cc(C)on3)cc2)cc1
  55 | 2.0% | -1.4 | i | -19% | 0.7% | 0.2% | 14% | 1.1 | 0%
Cc1cc(C)nc(NC(=O)c2c(C(=O)O)noc2C)n1
  85 | -1.5% | -2.5 | . | -38% | 6.4% | 0.5% | -35% | 1.1 | 0%
O=C(O)c1ccc(Cl)c(S(=O)(=O)Nc2ccc(S(=O)(=O)Nc3cccc(Cl)c3)cc2)c1
  39 | . | -0.5 | . | -27% | -4.2% | 0.1% | -29% | . | 11%
COc1ccc(C(=O)NNC(=O)CCC(=O)Nc2cc(C)on2)cc1
  50 | 2.7% | 0.6 | i | -30% | 7.0% | 0.2% | 20% | 1.1 | 9%
Cc1csc2sc(-c3ccnc(SCC(=O)NCc4ccccc4)n3)c(C)c12
  43 | . | 3.9 | i | -6% | -2.4% | 0.0% | -50% | . | -36%
CC(C)CC(NS(=O)(=O)c1ccc2c(c1)oc(=O)n2C)C(=O)NC1CCCc2ccccc21 (stereo not drawn)
  70 | 3.1% | -0.3 | . | -14% | -3.8% | 0.2% | 6% | 1.2 | 8%
O=C(Cn1cnc2ccccc2c1=O)Nc1nnc(C2CC2)s1
  54 | 0.0% | 0.0 | . | -23% | -0.8% | 0.3% | -5% | 1.1 | -4%
O=C(c1ccccc1F)N(Cc1ccccc1)Cc1ccccc1
  76 | . | 1.8 | . | -31% | -2.5% | -0.1% | 12%[20 µM] | . | -6%
COc1cc(CN2CC(=O)N(c3ccc(C)c(C)c3)C2=S)cc(OC)c1OC
  69 | -1.9% | -1.2 | i | -16% | -0.1% | -0.3% | 19% | 1.2 | 8%
CCC(C)NC(=O)COC(=O)c1csc2c1CCCC2 (stereo not drawn)
  88 | -2.4% | 0.0 | i | -16% | 3.2% | 0.3% | 25% | 1.5 | 0%
COCCNS(=O)(=O)c1ccc2c(c1)n(C)c(=O)n2C
  58 | 1.7% | -0.6 | i | -19% | 2.6% | 0.6% | -30% | 1 | -10%
COCc1cc(C)nc2sc3c(=O)oc(C)nc3c12
  31 | -5.5% | 1.5 | . | -24% | 1.8% | 1.6% | -6% | 1.1 | 1%
CCCCN1C(=O)C(=O)NC[C@@H]1C(C)CC (stereo partly drawn)
  81 | . | -3.0 | i | 1% | -0.4% | -0.1% | -27% | . | 0%
CCN(CC)CC(=O)Nc1c(C#N)cnn1-c1ccccc1
  56 | . | 0.7 | . | 1% | 4.9% | -0.2% | -22% | . | -14%
O=C1CSC(c2ccc([N+](=O)[O-])cc2)N1Cc1ccccc1 (stereo not drawn)
  63 | . | 0.4 | . | 30% | 4.7% | 0.3% | -14% | . | 3%
CN(CC(=O)Nc1ccc(Cl)cc1)c1ccc(S(=O)(=O)N2CCCCC2)cc1[N+](=O)[O-]
  37 | -2.6% | 0.5 | i | -30% | 0.3% | -0.3% | 35% | 1.1 | -14%
CC(=O)Oc1ccc2oc3c(c2c1)C(=O)CCC3
  82 | -1.1% | 0.3 | i | 31% | 8.2% | -0.1% | 20% | 0.9 | -6%
CCOC(=O)CNC(=O)Cc1ccc(OC)cc1
  56 | . | -0.3 | i | 4% | -3.6% | -0.2% | 13% | . | -12%
O=C(NC1CCCC1)C1CCCN(S(=O)(=O)c2ccc(-n3cnnn3)cc2)C1 (stereo not drawn)
  79 | -1.6% | -4.3 | i | 9% | 1.3% | 0.1% | 3% | 1.1 | -4%
Cc1ccnc(SC2CC(=O)N(c3ccc(C(C)C)cc3)C2=O)n1 (stereo not drawn)
  55 | . | -1.2 | . | -15% | -2.4% | 0.4% | 13% | . | -1%
CCOc1ccc(NC(=O)CN(C)c2ccc(S(=O)(=O)N3CCOCC3)cn2)cc1OCC
  42 | 0.4% | 0.9 | i | 1% | 8.9% | 0.2% | -9% | 1 | 6%
CC(C)C[C@H]1CN=C(Nc2ccccc2)N1CCC1CCCCC1
  83 | . | 7.3 | . | -30% | -5.6% | 0.2% | -29%[20 µM] | . | 5%
CC(C)(C)c1cc(-c2csc(Nc3ccccc3)[n+]2Cc2ccc(C(=O)O)cc2)cc(C(C)(C)C)c1O
  48 | . | 16 | i | 29% | -1.9% | 0.9% | -172% | . | 5%
CCOC(=O)C1=C(C)OC(N)=C(C#N)C1c1ccc(C)s1 (stereo not drawn)
  31 | -1.9% | -0.6 | i | -14% | -3.5% | -0.3% | 16% | 1.1 | 2%
CC(=O)OC[C@H]1O[C@@H](n2ncc(=O)[nH]c2=O)[C@H](OC(C)=O)[C@@H]1OC(C)=O
  53 | -0.6% | -2.9 | i | -36% | -2.6% | -0.1% | -10% | 1.1 | -51%
CCOC(=O)c1cc(C#N)c(N2CCNCC2)nc1C(F)(F)F
  51 | . | -0.6 | i | 8% | 2.5% | 0.6% | 15% | . | 8%

# Screens deposited in PubChem by several laboratories.
